# GAA spleen mod – qHTS Assay for Inhibitors and Activators of Human alpha-Glucosidase From Spleen Homogenate | Lysosomal alpha-glucosidase (Homo sapiens), P10253 | human spleen homogenate, 4-MU-alpha-glucoside fluorescence | Potency, µM (series often up to 79.9 µM), for inactives: at the top dose activity change, negative = inhibition, usual class: inhibitors | 240,000 tested, 0.006% active;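 further: potency means the concentration at half of the fitted maximal effect; 0% = enzyme with vehicle and -100% = no enzyme basal signal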
#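 Human spleen homogenate (1 ug) with 4-methylumbelliferyl-alpha-D-glucopyranoside (1 mM final) in 50 mM citrate/phosphate pH 5.0, 0.01% Tween-20; 40 min at 37 C. Stopped at pH 10; 4-MU fluorescence Ex 365/Em 440 nm; AC50 by Hill fit.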
# HTT ATP protect – qHTS Multiplex Assay to Identify Dual Action Probes in a Cell Model of Huntington: Cytoprotection (ATP). Potency, µM (top dose mostly 56.4 µM), without a hit: cytoprotection (ATP increase), most hits filed as activators. AID 1471, 2008. PC12 HTT-Q103 induced, cytoprotection, ATP luminescence, 40 h. 230,000 tested, 0.14% active;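 further: potency means the concentration at half of the fitted maximal effect; % of control where 0% means no effect; nearly all actives have a fitted effect of over 45% in size; toxic huntingtin expression switched on by the ecdysone agonist tebufenozide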
#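 Compounds were screened for protection of PC12 cells against cell death after tebufenozide induction (100 nM final) of mutant Huntingtin exon 1 (Q103) fused to GFP.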
# HTT aggregate – qHTS Multiplex Assay to Identify Dual Action Probes in a Cell Model of Huntington: Aggregate Formation (GFP); PC12 HttQ103-GFP aggregates, Acumen cytometry, 40 h; Potency, µM (highest dose often 46.1 µM), inactives show top-dose activity change, negative = inhibition, actives largely listed as inhibitors; 220,000 tested, 1.1% active; AID 1688, 2009; further: potency means the concentration at half of the fitted maximal effect; on the % scale 0 is the no-effect control and ±100 the full control effect; nearly all actives have a fitted effect of over 60% in size
#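 Multiplexed with ATP-based cell death, this channel scores GFP aggregates in PC12 cells expressing inducible HTTex1-Q103-GFP. Induction used 100 nM tebufenozide; compounds were tested in concentration series.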
# GAA inhib – qHTS Assay for Inhibitors of Human alpha-Glucosidase as a Potential Chaperone Treatment of Pompe Disease | Lysosomal alpha-glucosidase (Homo sapiens), P10253 | purified human GAA, 4-MU-alpha-glucoside fluorescence | Potency, µM (series often up to 76.9 µM), for the others: top-dose activity change, negative = inhibition, hits mostly inhibitors | 200,000 tested, 0.005% active;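 further: potency means the concentration at half of the fitted maximal effect; plate controls were uninhibited enzyme wells for no effect and no-enzyme background for full effect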
#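 Read-out is 4-methylumbelliferone fluorescence (Ex 365/Em 440 nm) after NaOH/glycine stop at pH 10. Enzyme 4 nM, substrate 400 uM, pH 5.0 citrate buffer, 20 min room temperature; AC50 from Hill-equation concentration-response.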
# Lamin A splicing – qHTS Assay for Modulators of Lamin A Splicing; Potency, µM (doses to about 46.1 µM), inactives show top-dose ratio change, negative = inhibition, hits mostly inhibitors; 200,000 tested, 0.01% active; HeLa LMNA splicing GFP/RFP minigene ratio, 48 h; AID 1487, 2009; active means well fitted inhibition curve with a large enough effect in the signal ratio, with a control signal flat, not every such curve was filed as active; inconclusive means small, poorly fitted or top-dose-only effect, or effect the other way, or a change in a side signal; the % refers to the signal ratio; further: potency means the concentration at half of the fitted maximal effect; on the % scale 0 is the no-effect control and ±100 the full control effect
#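 S3 HeLa cells stably expressing lamin A-EGFP splicing minigene plus DsRed2, 600 cells/well, 48 h compound exposure at 37C. Laser-scanning cytometry; analysed as GFP (500-530 nm)/RFP (575-640 nm) total intensity ratio; 0.5% DMSO vehicle.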
# GAA glycogen – qHTS Assay for Inhibitors and Activators of Human alpha-Glucosidase Cleavage of Glycogen; recombinant GAA, glycogen substrate, Amplex Red glucose oxidase fluorescence; Potency, µM (series often up to 76.4 µM), inactives show top-dose activity change, negative = inhibition, actives largely listed as inhibitors; 300,000 tested, 0.38% active;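 further: potency means the concentration at half of the fitted maximal effect; 0% = full enzyme reaction and -100% = no-enzyme basal signal; the screen sought inhibitors and activators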
#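 Recombinant human alpha-glucosidase (4 nM final) hydrolysed bovine liver glycogen (30 ug) for 40 min at 37 C in pH 5.0 citrate/phosphate with 0.01% Tween-20. Released glucose detected by glucose oxidase/Amplex Red, Ex 573/Em 610 nm. Compounds up to 77 uM; AC50 from Hill fits.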
# CBFb RUNX1 block – qHTS Assay for Compounds Blocking the Interaction Between CBF-beta and RUNX1 for the Treatment of Acute Myeloid Leukemia. Runt-related transcription factor 1 (Homo sapiens) + Core-binding factor subunit beta …. AlphaScreen CBFb-His/RUNX1-biotin binding, biochemical. Potency, µM (doses to about 59.8 µM), for inactives: top-dose activity, negative = inhibition, actives largely listed as inhibitors. 230,000 tested, under 10 active; further: % of control where 0% means no effect
# Target sequence (Q01196 whole entry, looked up): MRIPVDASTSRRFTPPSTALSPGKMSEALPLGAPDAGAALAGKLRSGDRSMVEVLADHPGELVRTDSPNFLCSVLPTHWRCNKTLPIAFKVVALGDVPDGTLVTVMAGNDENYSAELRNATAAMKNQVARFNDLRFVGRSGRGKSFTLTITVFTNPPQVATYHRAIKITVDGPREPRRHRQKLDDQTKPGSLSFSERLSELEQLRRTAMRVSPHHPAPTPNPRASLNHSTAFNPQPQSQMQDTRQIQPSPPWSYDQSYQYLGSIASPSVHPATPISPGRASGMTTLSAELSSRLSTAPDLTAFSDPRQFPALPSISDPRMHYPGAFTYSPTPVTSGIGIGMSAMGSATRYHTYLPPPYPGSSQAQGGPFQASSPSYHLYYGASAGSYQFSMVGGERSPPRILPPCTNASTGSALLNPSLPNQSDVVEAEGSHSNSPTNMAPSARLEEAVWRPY
# Target sequence (Q13951 whole entry, looked up): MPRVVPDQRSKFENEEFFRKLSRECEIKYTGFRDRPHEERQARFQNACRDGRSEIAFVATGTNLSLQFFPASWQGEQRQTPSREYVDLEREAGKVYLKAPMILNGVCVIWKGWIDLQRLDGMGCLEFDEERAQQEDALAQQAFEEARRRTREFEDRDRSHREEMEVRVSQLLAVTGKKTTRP
#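 Bead-based AlphaScreen assay; binding partners His-tagged CBF-beta and biotinylated RUNX1 at 30 nM each. Compound exposure 15 min after a 20-min protein preincubation; bead step 90 min; all steps at room temperature.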
# The depositor's hits bear a star; ? = inconclusive; nt = no result given; [ ] = another dose, or the depositor's remark. Unless noted, the call rests on the fitted dose curve; in most records, active means well fitted curve in the direction sought with a large enough effect; inconclusive means small, poorly fitted or top-dose-only effect, or another doubt; inactive means no such curve, though single readings can be large; an effect the other way counts as inactive or inconclusive.
# Sequence of screens: GAA spleen mod, HTT ATP protect, HTT aggregate, GAA inhib, Lamin A splicing, GAA glycogen, CBFb RUNX1 block
- O=C(O)c1ccc(NS(=O)(=O)c2ccc(Cl)cc2)cc1
→ -1.1%, -20.7%[0.074 µM], -6.4%, -17.6%, -0.7%, -1.0%, 0.3%
- CCC(C)[C@H](NC(=O)NCCC1=CCCCC1)C(=O)O (stereo partly drawn)
→ -15.2%, 1.1%[10 µM], -3.1%[9.22 µM], nt, nt, 3.1%, 3.2%
- Cc1cc(NC(=O)CSc2c3c(nc4ccccc24)CCC3)no1
→ -25.8%, -10.9%, 6.7%, -1.2%[15.4 µM], -18.2%, -8.2%, -7.0%
- Cc1cccc(-n2nc3c(c2NC(=O)CCC2CCCCC2)CS(=O)C3)c1C (stereo not drawn)
→ -4.7%, -14.4%[10 µM], 0.8%, -3.3%, -7.6%, 4.5%, 0.2%
- COc1ccc(C(=O)N2CCC(C(=O)c3ccc(F)cc3)CC2)cc1
→ -4.3%, -13.2%[1.9 µM], -7.2%, -12.7%, ?, -1.1%, 7.6%
- O=[N+]([O-])c1ccc(Sc2ccc(Cl)c(Cl)c2)nc1
→ -1.9%, -4.2%, -1.9%, -3.9%, ?, 0.2%, -5.0%
- Cc1nc2cccc(C(=O)NC3CCCCC3)c2o1
→ 8.1%, -14.6%, -11.8%, -2.4%, 6.6%, 0.2%, 3.6%
- N#CC(c1nc2ccccc2nc1N1CCCC1)S(=O)(=O)c1cccs1 (stereo not drawn)
→ -2.4%, 2.6%, 4.5%, 6.2%, 8.9%, -16.5%, -8.3%
- S=c1[nH]nc(-c2ccco2)n1/N=C/c1ccc(Br)s1
→ 1.3%, -9.3%, -12.7%, -2.5%, ?, -16.7%, -16.8%
- COc1ccc(OC)c(NC(=O)CSc2nnc(C3CCCCC3)o2)c1
→ 1.1%, nt, nt, -19.9%, 17.7%[46 µM], -9.3%, 3.5%
- O=C(O)c1ccccc1C(=O)Nc1n[nH]c(=S)s1
→ -2.6%, -6.6%, 1.6%, -3.5%, ?, -17.1%, 6.6%
- O=C(N/N=C/c1ccc(OC(F)F)cc1)c1ccc(CSc2nc3ccccc3[nH]2)cc1
→ -7.1%, -12.1%[10 µM], -20.0%, -3.8%, -10.4%, 8.1%, -2.1%
- Cc1ccc(N2C(=O)c3ccccc3C2Nc2ccc(S(=O)(=O)N3CCCCC3)cc2)nc1 (stereo not drawn)
→ -2.2%, -23.7%, -18.8%, ?, -0.1%, -10.4%, -8.0%
- Cc1ccc(OCC(=O)Nc2ccc([N+](=O)[O-])cc2)cc1
→ 0.5%, nt, 10.6%, 0.5%, -0.5%, 0.4%, 12.4%
- O=C(COC(=O)/C=C/c1ccco1)NCCc1ccccc1
→ 0.8%, 34.1%[10 µM], 3.2%, 0.0%, nt, 5.7%, -7.2%
- CCCOc1ccc(C(=O)NCC(c2cccs2)N(C)C)cc1OC (stereo not drawn)
→ -0.1%, -1.2%[10 µM], -1.3%, -2.7%, -4.6%, -4.2%, -1.2%
- CC(C)(C)SCCNC(=O)COc1ccc(Cl)cc1
→ -7.2%, 8.4%[1.9 µM], -6.9%, -1.2%, 3.8%, -6.9%, 6.7%
- CCOC(=O)CSc1nc2ccc(C)cc2[nH]1
→ -9.8%, 26.4%[10 µM], 5.2%, 3.6%, -5.0%, 3.8%, -1.7%
- OCC1(Cc2ccc(Cl)cc2)CCN(CC2CC=CCC2)CC1 (stereo not drawn)
→ -12.5%, -7.8%[10 µM], 4.4%[9.22 µM], -10.6%, ?, -3.4%, -6.0%
- O=[N+]([O-])c1cc(S(=O)(=O)N2CCCCC2)ccc1NCc1cccc(Cl)c1
→ -6.2%, -11.1%[1.9 µM], 1.7%, -5.3%, -0.8%, 7.3%, ?
- CN1C(=O)CC(N2CCN(c3ccc(Cl)cc3)CC2)C1=O (stereo not drawn)
→ 0.1%, 19.4%[10 µM], 1.0%, 0.9%, -2.2%, 13.4%, -4.4%
- Nc1ccc(Sc2cc(Cl)nc(N)n2)cc1
→ -5.0%, -24.9%[10 µM], 18.8%, 4.5%, -5.5%, 7.1%, -15.9%
- COCCN1Cc2cccc(C(=O)NCC3CCN(CC(C)C)C3)c2C1=O (stereo not drawn)
→ -0.2%, -12.7%, 1.7%, -1.1%, nt, 11.1%, 3.1%
- COc1ccccc1NC(=O)c1csc2c1CCCC2
→ -16.7%, -22.2%, 3.5%, -4.6%, 9.0%[0.0737 µM], -1.1%, 11.6%
- COCCCn1c(SCc2nnc(-c3ccc(OC)c(OC)c3)o2)nnc1-c1ccncc1
→ 5.9%, -12.6%[1.9 µM], -3.7%, 3.5%, -9.9%, 5.1%, 22.4%
- Cc1ccc(SCC(=O)Nc2cc([N+](=O)[O-])ccc2O)cc1
→ -5.2%, 0.8%[10 µM], 14.2%[9.22 µM], 1.8%, 4.6%[46 µM], 7.7%, -10.5%
- COc1ccccc1OCC(=O)N/N=C1/C=C(C)CC1
→ 1.4%, -18.1%, 2.5%, -4.4%, -0.6%[46 µM], -1.4%, -1.7%
- FC(F)(F)c1ccc(-c2noc(-c3ccccc3)c2I)cc1
→ -2.5%, -93.2%[inhibitor], nt, nt, nt, nt, -3.4%
- Cc1ccccc1-c1nnc(-c2cccs2)o1
→ -0.3%, -93.9%, 9.4%[9.22 µM], 1.4%, nt, -3.8%, -2.5%
- CN(C)S(=O)(=O)c1ccc(N2CCCC2)c(C(=O)Nc2nc(-c3cc(F)ccc3F)cs2)c1
→ 4.7%, -7.2%[10 µM], -26.5%, 11.9%, ?, -2.1%, -1.4%
- Cc1ccc(C(=O)N/N=C\c2c(C)nn(-c3ccccc3)c2Cl)cn1
→ -0.5%, ?, -2.6%, 3.4%, -2.0%, -3.0%, -5.8%
- Cc1cc(C)n(-c2ccc(C(=O)Nc3cccc(S(=O)(=O)N4CCCC4)c3)cc2)n1
→ -3.4%, -36.2%, ?, 2.2%, -22.5%[46 µM], -2.4%, -3.7%
- Cc1nc(-c2ccc(NC(=O)c3ccccc3Br)cc2)cs1
→ 1.5%, nt, -17.9%, 1.8%, -9.1%, -2.1%, -0.2%
- COC(=O)c1cc2c(ccn2-c2ccc(F)cc2)n1Cc1ccc(C#N)cc1
→ -6.9%, -2.0%[10 µM], ?, 0.6%, ?, -3.2%, 1.8%
- Cc1cccn2c(=O)c3cc(C(=O)NCC4CCCO4)c(=N)n(CCN4CCOCC4)c3nc12 (stereo not drawn)
→ 1.1%, 7.8%, -6.7%, 13.8%, 18.2%, 9.1%, -8.6%
- Cc1cc(C)n2ncc(C(=O)NCc3ccc(Cl)cc3)c2n1
→ -4.2%, -9.5%, 19.3%, -3.9%, -2.8%, -8.8%, -0.2%
- Cc1cc(SCC(=O)N2CCC(c3noc4ccc(F)cc34)CC2)nc2ccccc12
→ -6.3%, 20.7%, -15.2%, ?, 4.8%, -10.6%, -1.1%
- O=C(N/N=C1\CCS(=O)(=O)c2ccc(F)cc21)c1ccc(O)cc1
→ -1.8%, 11.0%[10 µM], -19.7%[9.22 µM], nt, nt, -0.9%, ?
- C/C(=N/OCO/N=C(\C)c1ccccc1F)c1ccccc1F
→ -7.3%, 15.7%[10 µM], -2.3%, -4.8%, 14.6%, 3.3%, 5.7%
- Nc1nonc1-c1noc(CCCOc2ccc(Cl)cc2Cl)n1
→ -4.5%, -1.1%, -9.2%, -9.5%, 3.9%, 0.6%, 12.5%
- CC(=O)OC(C(=O)NC1CCCCC1)c1cccc(C)c1 (stereo not drawn)
→ 2.9%, 14.9%[10 µM], -9.3%, -1.3%, -17.1%, -0.5%, 9.7%
- O=C(NCc1ccccc1)N1CCOCC1
→ 2.8%, 3.3%[10 µM], 27.4%[9.22 µM], nt, nt, 4.0%, 3.7%
- O=C(c1ccco1)N1CCC(c2nc(-c3ccc(F)cc3)no2)CC1
→ -5.1%, 26.9%, 11.8%[9.22 µM], ?, ?, -0.6%, 0.5%
- CCOC(=O)CCN(Cc1sccc1C)S(=O)(=O)c1ccc(F)cc1
→ -0.6%, 6.2%, 16.4%, -5.2%, 14.0%, -10.8%, 16.7%
- CCCC(=O)Nc1ccc2c(c1)nc1n2CCOC1
→ -4.7%, -0.5%, 3.9%, -2.1%, 6.0%, 6.2%, 1.1%
- O=C(NCCc1nc2ccccc2[nH]1)/C(=C/c1ccco1)NC(=O)c1ccc(Br)o1
→ -14.4%, 8.0%[10 µM], -8.5%, 7.1%, -3.8%, 0.3%, 7.0%
- CCOc1cc(N2CCOCC2)c(OCC)cc1NC(=O)Cc1ccc(OC)c(OC)c1
→ -0.9%, -14.5%, 6.1%, -2.8%, ?, 3.6%, -6.3%
- COc1ccc(-c2nc3c(c4c2C[C@H](c2ccccc2)OC4)CN(S(=O)(=O)c2ccc(Cl)c4nonc24)CC3)c(C)c1
→ -7.0%[17.4 µM], -5.4%[10 µM], nt, nt, ?, nt, -3.7%[13.1 µM]
- COc1cccc(NS(=O)(=O)c2ccc3c(c2)CCCN3C(C)=O)c1
→ -5.2%, 21.7%, -21.5%, -3.2%, ?, 0.7%, -0.8%
- Cc1nn(-c2ccc([N+](=O)[O-])cc2)c2c1C(c1cccc(Br)c1)N1C(=N2)C(=O)Nc2ccccc21 (stereo not drawn)
→ -3.2%, 0.6%[10 µM], -3.8%, -10.2%, ?, 2.2%, -5.0%

# Looked up above:
# CBFb RUNX1 block result of CCOC(=O)CCN(Cc1sccc1C)S(=O)(=O)c1ccc(F)cc1 = 16.7%
# GAA spleen mod result of O=C(NCCc1nc2ccccc2[nH]1)/C(=C/c1ccco1)NC(=O)c1ccc(Br)o1 = -14.4%
# HTT ATP protect result of CCOc1cc(N2CCOCC2)c(OCC)cc1NC(=O)Cc1ccc(OC)c(OC)c1 = -14.5%

# Bioassay records from PubChem BioAssay.

# Compounds as they come; any-hit rate near 1.5%.
